From PubChem
Growth percent in the NCI-60 one-dose screen (48 h, 10 µM unless noted): 100 = growth as untreated, 0 = no growth, -100 = all killed.
NCI/ADR-RES: NCI/ADR-RES ovarian cells | actives 4.4% (n = 81,000)
NCI-H522: NCI-H522 lung cancer. AID 1794739. actives 8% (n = 78,000)
NCI-H23: NCI-H23 lung cancer; actives 4% (n = 80,000); AID 1794731
NCI-H460: NCI-H460 lung cancer; actives 6.8% (n = 82,000)
OVCAR-4: OVCAR-4 ovarian cancer cells; actives 3.7% (n = 80,000); AID 1794784
IGROV1: IGROV1 ovarian cancer | actives 4.7% (n = 79,000) | AID 1794786
NCI-H322M: NCI-H322M lung cancer; actives 2.7% (n = 80,000); AID 1794733
SK-OV-3: SK-OV-3 ovarian cancer cells. AID 1794785. actives 3.2% (n = 80,000)
NCI-H226: NCI-H226 lung cancer | actives 3.5% (n = 79,000) | AID 1794732
* marks the source's active call; other numbers are inactive results; nt = no result given; & = joins results of further samples. The calls were made as follows: active = growth percent below 10; inactive = the rest. No enrichment for hits; overall some 11% were active at least once.

molecule,OVCAR-4,SK-OV-3,NCI/ADR-RES,NCI-H23,NCI-H322M,NCI-H226,IGROV1,NCI-H460,NCI-H522
O=C(CI)NCCNc1cccc2c(S(=O)(=O)O)cccc12,110,106,106,95,98,103,98,105,107
CSc1nc(C)c(C(=O)CCN2CCN(c3ccccn3)CC2)s1,97,102,110,106,107,107,119,106,-64*
CSc1nc2nc(-c3cc4ccccc4[nH]c3=O)[nH]c2c(=O)n1C,92,74,102,91,94,90,47,91,68
COc1ccc(/C=C/C(=O)c2nnn(-c3ccc(F)cc3)c2C)cc1OC,94,116,85,93,95,87,86,92,76
Nc1nc(N)c(N)c(=O)[nH]1,108,107,103,102,113,101,97,109,97
O=C(O)CN(CCN(CC(=O)O)CC(=O)O)CC(=O)O,125&103&102,106&102&106,115&91&109,99&96&108,98&104,104&110&110,111&111,107&104&119,127&102
CCC(=O)OC1=C(C)SC2=NC(c3ccc(Cl)c(Cl)c3)=CC(c3cc(OC)c(OC)c(OC)c3)N21 (stereo unspecified),98,105,105,98,97,95,106,108,98
COc1cc([C@H]2c3c(O)c(O)c4oc5ccccc5c(=O)c4c3[C@@H]3C=C(C)CC(C)(C)[C@H]23)c2c(=O)c3ccccc3oc2c1O,35,66,43,41,49,64,32,18,32
COc1ccc(C(=O)c2c(N)c(C#N)cn2-c2cc(Cl)cc(Cl)c2)cc1,112,182,106,nt,108,112,107,100,104
N#Cc1nc(-c2ccccc2)oc1N1CCN(S(=O)(=O)c2ccc(F)cc2)CC1,73,84,90,84,89,77,80,84,68
COc1ccc(Nc2nc3cccnc3nc2C)cc1OC,93,85,106,95,109,96,124,108,66
O=C(CCN1C(=O)CCC1=O)Nc1ncc(Cc2ccc(Cl)cc2Cl)s1,99,105,89,93,103,86,98,101,89
COc1cccc(-n2cc(C#N)c(N)c2C(=O)c2ccc(C)cc2)c1,105,103,102,100,89,91,88,103,89
CCCCc1ccc(N/C(N)=N/c2nc(C)cc(=O)[nH]2)cc1,94,103,105,96,100,97,114,102,91
COc1ccc(/C=N/C2=C(C#N)C(c3ccc([N+](=O)[O-])cc3)c3ccc4ccccc4c3O2)cc1 (stereo unspecified),87,81,83,74,90,62,52,95,75
CCCCCCCCCCCCCCCCNC(=S)C(=S)NCCCCCCCCCCCCCCCC,123,114,118,114,115,112,137,104,118
CCCCCCCCCCCCCCCCCCOc1cccc(CC(=O)OCC[N+]2(C)CCOCC2)c1,100,108,105,96,99,94,39,99,83
Cc1ccc(N)cc1CN1C(=O)c2ccccc2C1=O,110,94,107,105,104,93,105,105,58
COc1ccc(-c2nc(/C=C3/C(=O)Nc4ccc(F)cc43)c3ccccn23)cc1,101,117,111,98,126,114,87,95,104
Cn1c(C(=O)c2ccncc2)cc2ccccc21,90,111,109,99,91,96,94,109,89

Compound profiles (already shown).
Results for COc1cccc(-n2cc(C#N)c(N)c2C(=O)c2ccc(C)cc2)c1 : OVCAR-4 = 105; SK-OV-3 = 103; NCI/ADR-RES = 102; NCI-H23 = 100; NCI-H322M = 89; NCI-H226 = 91; IGROV1 = 88; NCI-H460 = 103; NCI-H522 = 89
Results for CCCCCCCCCCCCCCCCCCOc1cccc(CC(=O)OCC[N+]2(C)CCOCC2)c1 : OVCAR-4 = 100; SK-OV-3 = 108; NCI/ADR-RES = 105; NCI-H23 = 96; NCI-H322M = 99; NCI-H226 = 94; IGROV1 = 39; NCI-H460 = 99; NCI-H522 = 83
Results for COc1ccc(Nc2nc3cccnc3nc2C)cc1OC : OVCAR-4 = 93; SK-OV-3 = 85; NCI/ADR-RES = 106; NCI-H23 = 95; NCI-H322M = 109; NCI-H226 = 96; IGROV1 = 124; NCI-H460 = 108; NCI-H522 = 66

Other results
molecule,OVCAR-4,SK-OV-3,NCI/ADR-RES,NCI-H23,NCI-H322M,NCI-H226,IGROV1,NCI-H460,NCI-H522
C=C(Cl)C(=NC(C)(C)C)Nc1ccccc1C,92,105,107,99,109,102,119,106,68
CN1CCN(NC(=O)NS(=O)(=O)c2ccc(Cl)cc2)CC1,108,98,106,102,107,101,113,107,90
COc1ccc2c(c1)O/C(=C\c1ccc(OCC(=O)Nc3nccs3)cc1)C2=O,107,130,103,107,102,93,nt,110,64
CC(C)(C)c1cc(O)c(C(C)(C)C)cc1O,75,125,100,96,100,68,110,96,63
O=c1c2cccc3c(-c4ccc5c(c4)ncn5C4CCCCC4)ccc(c32)c2nc3ccccc3n12,53,113,86,67,74,65,55,81,69
C=C1C(=O)C2CCC1C2 (stereo unspecified),111,105,105,107,97,100,111,113,92
CCCCCOC(=O)c1cccc(NC(=O)CNCCCC)c1,102,102,93,94,92,92,88,108,65
COc1ccc(F)cc1NC(=O)OC(C)C,99,102,98,99,100,96,104,103,100
N#CC(CC(=O)c1ccccc1)c1ccccc1 (stereo unspecified),108&99,97&101,95&111,95&107,92,89&93,96&101,102,85&106
COc1cc(O)c(C(=O)c2ccccc2)cc1S(=O)(=O)O,107,112,110,108,112,103,nt,106,99
Cc1ncc(-c2ccc(N)c(NC(=O)N3Cc4cn(C)nc4C3)n2)s1,98,73,84,98,94,90,95,108,100
CC(=O)Nc1ccc(NC(C)=O)c2c1C(=O)c1ccccc1C2=O,nt,89,95,89,89,82,67,102,89
COc1ccc2c(c1)NC(=O)CC2c1cc(OC)c2c(c1OC)OCO2 (stereo unspecified),102,95,74,87,97,92,83,102,73
O=C(OC1COC(n2c(=O)oc3ccc(F)cc32)C(OC(=O)c2ccccc2)C1OC(=O)c1ccccc1)c1ccccc1 (stereo unspecified),100,99,102,102,100,nt,86,104,92
COc1ccc(-c2conc2-n2nc(-c3ccccc3)nc2-c2ccccc2)cc1,104,107,99,98,98,90,101,120,90
CC(NP(=O)(c1ccccc1)c1ccccc1)c1ccccc1 (stereo unspecified),101,107,99,99,110,90,106,104,100
CCOC(=O)c1c(O)cc(C)[nH]c1=O,101,114,97,96,92,110,107,111,80
COc1cccc(-c2nc3n(n2)CCc2ccccc2-3)c1,82,107,nt,93,104,86,75,96,97
COc1ccccc1/C=N\NC(=S)Nc1ccc(F)cc1,nt,89,38,73,96,91,72,81,38
O=C(Cn1cc(COc2ncnc3c2cnn3-c2ccccc2)nn1)Nc1ccccc1F,97,nt,91,90,88,nt,97,99,83
CCC(C)[C@@H]1NC(=O)[C@H](CC(C)C)NC(=O)[C@@H]2CCCN2C(=O)[C@H](Cc2ccccc2)NC(=O)[C@H](C(C)CC)NC(=O)[C@@H]2CCCN2C(=O)[C@H](CO)NC1=O (stereo partly specified),102,111,100,98,124,100,100,124,95
Oc1ccc(Cl)cc1-c1cc(-c2ccc(Cl)cc2)n[nH]1,35,79,65,50,55,64,35,40,47
Cc1ccc(-c2nc(SCC(=O)c3ccc(Br)cc3)nc(Nc3ccc(S(N)(=O)=O)cc3)c2C#N)cc1,106,106,102,94,107,100,104,99,99
CSc1nc2sc3c(c2c(=O)n1-c1ccccc1)CCCCC3,110,93,91,99,106,87,103,105,84
COC(=O)/C=C(\C)Nc1cc(OC)ccc1OC,108,97,103,nt,nt,91,109,109,90
COc1ccc(-c2nc3sccn3c2-c2cc(-c3cc(OC)c(OC)c(OC)c3)on2)cc1,84,92,87,89,102,116,nt,78,88
CC(CNC1CCCC1)OC(=O)c1ccccc1 (stereo unspecified),101,104,111,102,110,103,99,102,99
S=C(N/N=C1/CCCC/C1=N/NC(=S)N1CCOCC1)N1CCOCC1,89,115,94,90,79,87,92,99,96
COc1ccc(-c2cc(C(=O)N3CCN(C(=O)c4ccccc4NCc4ccco4)CC3)nc3cc(-c4ccccc4)nn23)cc1OC,127,101,98,99,102,91,109,102,80
OCCc1ccccn1,103,100,104,100,81,102,110,109,107
CC(=O)Nc1cc(C)ccn1,103,101,108,97,106,92,110,102,115
C=CC1CCC(C=C)C(C=C)C1 (stereo unspecified),104,118,111,103,142,106,124,108,99
CCc1cccc(C(=O)O)c1,nt,113,100,97,95,98,100,105,87
Cc1ccc(CN2C(=O)C3(NCCc4cc(O)ccc43)c3cc(Cl)ccc32)cc1 (stereo unspecified),95,108,103,98,94,99,99,103,95
O=C(O)c1cc(I)ccc1I,100,108,108,102,102,98,106,100,85
O=C(NCCCNc1cc(-c2cn(-c3ccccc3)nc2-c2cccc(O)c2)ccn1)Nc1ccc(F)cc1,31,31,21,26,35,33,19,21,1.7*
O=C(NCCCCCCNC(=O)NCc1ccco1)NCc1ccco1,113,103,107,99,110,96,112,105,92
N#Cc1c(-c2ccc(F)cc2)nc(N/N=C/c2ccc[nH]2)nc1N1CCOCC1,73,96,93,102,81,106,59,90,86
O=C(Nc1ccc(F)c(C(=O)c2c[nH]c3ncccc23)c1F)Nc1cccc2ccccc12,85,99,98,106,99,77,81,91,87
N=c1c(S(=O)(=O)c2ccccc2)cc2c(=O)n3ccccc3nc2n1Cc1ccc(F)cc1,89,111,86,88,82,101,96,109,90
COc1cc2c(=O)ccn(-c3ccc(NC(C)=O)cc3)c2cc1OC,104,116,110,99,96,89,101,109,109
O=C(C1CCN(CCc2ccccc2)CC1)N1CCOCC1,113,108,112,nt,nt,97,nt,115,nt
CCOC(=O)C(Nc1ccc(F)cc1)c1cc(C)c(N)c(C)c1 (stereo unspecified),116,105,92,97,87,99,98,101,91
CCCCOC(=N)N(CCCC)c1ccccc1,110,nt,100,81,nt,96,nt,110,95
CC12SCC(C(=O)NCc3ccc(Cl)cc3Cl)N1C(=O)c1ccccc12 (stereo unspecified),93,99,97,95,93,nt,100,104,72
CCN1C(=O)N(CC)C2C1NN=c1s/c(=C\c3ccc[nH]3)c(=O)n12 (stereo unspecified),51,27,8.1*,43,37,68,29,4.4*,-16*
COc1ccc(C(=O)/C=C/c2cc(-c3ccc4c(c3)OCO4)n[nH]2)c(F)c1,84,99,96,86,92,88,74,104,80
Cc1ccc(Nn2c(SCC(=O)Nc3nc(-c4ccccc4)cs3)nc(C)c2C)cc1,32,64,34,39,96,46,86,78,50
N#Cc1ccc(NC(=O)c2cc(=O)[nH]c3ccccc23)cc1,112,97,100,100,94,96,43,124,98
O=c1[nH]c(N2CCOCC2)nc2scc(-c3ccccc3)c12,101,88,98,87,95,97,101,110,77
Clc1ccc2[nH]cc(-c3nn4cc(-c5ccncc5)nc4s3)c2c1,43,15,2.7*,43,49,23,45,10,36
CC(C)N1C(=O)C(C2SC(=S)N(C(C)C)C2=O)SC1=S (stereo unspecified),84,123,102,95,96,99,95,102,92
COc1cnc2c(c1)C(=O)c1c-2n(CCCNC2=NCCS2)c(=O)c2cc([N+](=O)[O-])ccc12,-72*,9.4*,-8.6*,-47*,-20*,8.4*,-0.8*,-82*,23
Clc1ccc(C2CC(c3ccc(Nc4ccnc5cc(Cl)ccc45)cc3)=NN2c2ccccc2)cc1 (stereo unspecified),164,106,nt,98,92,97,108,72,82
COc1ccc(C(=O)/C=C/c2c[n+](=O)c3ccc(F)cc3n2[O-])cc1,106,106,101,99,118,102,133,119,109
COc1ccc(C2=NN(C=O)C(c3ccc(Oc4ccnc5cc(Cl)ccc45)c(OC)c3)C2)cc1 (stereo unspecified),33,45,69,85,110,72,102,82,58
NCCNCC(O)c1ccccc1 (stereo unspecified),nt,105,107,103,124,100,121,112,99
COC(=O)[C@@H]1CCCN1C(=O)CCCCOc1cc(O)c2c(=O)cc(-c3ccccc3)oc2c1,104,127,101,99,102,99,107,115,104
N#CC(=S)Nc1ccc(Cl)c(Cl)c1,23,7.2*,7.4*,3.9*,-3.8*,9.3*,19,9.1*,-14*
Cc1nn(-c2ccc([N+](=O)[O-])cc2)c2ncnc(NCCc3ccccc3)c12,109,101,102,96,116,98,99,92,107

(continued)
molecule,OVCAR-4,SK-OV-3,NCI/ADR-RES,NCI-H23,NCI-H322M,NCI-H226,IGROV1,NCI-H460,NCI-H522
CSC(=O)Sc1nc2ccccc2s1,101,96,101,91,108,94,86,104,105
BrC(c1ccccc1)(c1ccccc1)c1ccccc1,114,105,103,nt,93,102,95,105,97
O=C1c2ccccc2C(=O)c2c(N=Nc3sc(=O)[nH]c3S)cccc21,95,117,99,96,99,110,94,96,83
COc1ccc(N(C(C)=O)c2nc(OC(C)=O)cs2)c(OC)c1,99,108,104,100,104,96,96,103,92
COc1cc(-c2nc3cc(Cl)c(Cl)cc3[nH]2)ccc1OCC(=O)N=Nc1c(O)[nH]c2ccccc12,-93*,-28*,85,-81*,-41*,-27*,-87*,-68*,-64*
Cc1ccc(C(=O)CSc2nnc3sc(Nc4ccc(F)cc4)nn23)cc1,110,91,107,107,98,105,109,113,93
CCN(CC)CCC(=O)Nc1cccc2c1C(=O)c1c(c(O)c3ccccc3c1O)C2=O,60,64,47,62,57,29,37,16,46
CCOC(=O)CC1CSC(c2ccc(O)cc2)=N1 (stereo unspecified),111,113,102,101,100,98,106,107,93
Nc1cc(=S)[nH]c(=O)[nH]1,105,102,101,96,106,118,108,nt,86

Of the compounds above, two contain bromine:
molecule,OVCAR-4,SK-OV-3,NCI/ADR-RES,NCI-H23,NCI-H322M,NCI-H226,IGROV1,NCI-H460,NCI-H522
Cc1ccc(-c2nc(SCC(=O)c3ccc(Br)cc3)nc(Nc3ccc(S(N)(=O)=O)cc3)c2C#N)cc1,106,106,102,94,107,100,104,99,99
BrC(c1ccccc1)(c1ccccc1)c1ccccc1,114,105,103,nt,93,102,95,105,97
